Tat transport – E. coli Tat transport inhibition | E. coli MC4100 TorA-mCherry Tat export, fluorescence | AID 488895 | hit rate 0.036% among 340,000 | inhibition, % at 10 µM;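 active means mean replicate inhibition at least 50% and at least half of replicates individually reaching 50%; inconclusive means only one of the two criteria met; inactive means neither criterion met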;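 further: exported cargo escapes ClpAP degradation while cytoplasmic cargo is degraded and loses fluorescence; 0% = median of neutral control wells and 100% = median of NaSCN control wells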
MITF act – activators of MITF-driven TRPM1 promoter activity in SK-MEL-5 cells. hit rate 0.75% among 300,000. activation, % at 12.5 µM. SK-MEL-5 TRPM1-promoter luciferase, 24 h; % of positive control, neutral wells = 0;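 active means mean activation of at least 80% with every replicate also reaching 80%; inconclusive means mean reaches 80% but some replicate falls short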;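 further: 0% = neutral control wells and 100% = parthenolide positive control wells; values of inactives mirror those of a sister screen read the other way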
CDK5 inh – blocks human CDK5/p35 kinase activity. AID 488839. Recombinant CDK5/p35, ADP-Glo luminescence, 60 min. hit rate 0.01% among 330,000. inhibition, % at 10 µM. Q00535+Q15078;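 active means highest replicate inhibition of at least 50% and at least 75% of replicates reaching 50%; inconclusive means only one of the two criteria met; inactive means both criteria failed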;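 further: plate controls were DMSO neutral control for no effect and GW8510 at 10 µM for full effect; many of its hits are not listed in these tables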
Target sequence (Q00535 whole entry, looked up): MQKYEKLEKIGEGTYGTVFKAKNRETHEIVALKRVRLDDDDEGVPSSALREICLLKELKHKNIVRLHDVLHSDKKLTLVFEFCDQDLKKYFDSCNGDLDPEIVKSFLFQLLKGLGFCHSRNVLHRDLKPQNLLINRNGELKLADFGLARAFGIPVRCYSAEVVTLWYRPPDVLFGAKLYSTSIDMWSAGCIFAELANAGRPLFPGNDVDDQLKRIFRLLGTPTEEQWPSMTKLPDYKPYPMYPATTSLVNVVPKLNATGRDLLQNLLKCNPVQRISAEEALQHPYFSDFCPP
Target sequence (Q15078 whole entry, looked up): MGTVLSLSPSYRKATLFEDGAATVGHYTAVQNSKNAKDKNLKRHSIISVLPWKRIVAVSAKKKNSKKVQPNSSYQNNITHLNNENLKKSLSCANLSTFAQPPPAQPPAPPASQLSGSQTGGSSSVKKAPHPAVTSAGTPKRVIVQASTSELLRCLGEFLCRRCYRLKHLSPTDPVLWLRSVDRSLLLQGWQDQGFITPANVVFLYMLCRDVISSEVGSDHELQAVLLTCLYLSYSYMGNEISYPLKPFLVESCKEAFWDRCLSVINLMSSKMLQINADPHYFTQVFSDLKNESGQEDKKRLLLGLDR
Wnt bcat act – activators of Wnt/beta-catenin signaling; AID 743398; activation, % at 9.35 µM; hit rate 1.2% among 300,000; Wnt/beta-catenin reporter cell assay, activator, plate reader; in the data active means activation above about 30%, passing the limit was not always enough; inconclusive means no clear call, values can overlap the other calls;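 further: 0% = neutral control wells and 100% = positive control wells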
CAL PDZ FP-1 – blocks peptide binding to human CAL PDZ domain; Q9HD26; purified CAL PDZ, TMR-peptide fluorescence polarization, 1 h; inhibition, % at 20 µM; hit rate 0.02% among 330,000; AID 504414;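 active means highest replicate inhibition of at least 40%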;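 further: plate controls were DMSO neutral control wells for no effect and unlabeled competitor peptide control wells for full effect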
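material = purified tagged CAL PDZ domain construct (CerCALP) | buffer or medium = sodium phosphate/NaCl buffer pH 7.4 with TCEP, IgG, Thesit | reagent = TMR-labelled reporter peptide T*-PRC34 bound in PDZ groove | incubation = 1 h room-temperature incubation prior to read | measured by = fluorescence polarization (mP) | evaluation = percent inhibition from loss of millipolarization | control set = unlabelled peptide and DMSO controls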
cardiac RTF act – increases calcium sensitivity of human cardiac regulated thin filaments. P19429+P45379. IANBD-labeled TnC RTF fluorescence at EC20 calcium; 0% EC20 calcium, 100% full calcium. activation, % at 7.2 µM. hit rate 0.24% among 340,000. AID 493008;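 active means activation above the mean over all tested compounds plus 3 SD, cut at about 30% in these data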;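 further: rise in fluorescence read as greater calcium sensitivity of cardiac thin filaments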
Rtt109 Vps75 – C. albicans Rtt109 histone acetyltransferase inhibition; purified Rtt109/Vps75, ThioGlo CoA-SH fluorescence, 4 h; inhibition, % at 34.9 µM; hit rate 0.16% among 330,000;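 active means inhibition of at least 50% in every replicate; inconclusive means best replicate reaches 50% inhibition but some replicates fall short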
dFosB act – enhances mouse delta FosB homodimer DNA binding. P13346. purified delta FosB, TAMRA-CDK5 oligo fluorescence polarization; percent of positive-control signal above neutral wells. activation, % at 25 µM. hit rate 0.99% among 340,000. AID 493131;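 active means mean activation above about 17%, with every replicate also reaching it, limit read from the data, passing the limit was not always enough; inconclusive means only one of the two conditions met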;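 further: fluorescence polarization rise as delta FosB binds a TAMRA Cdk5 AP-1 oligo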
Target sequence (P13346 whole entry, looked up): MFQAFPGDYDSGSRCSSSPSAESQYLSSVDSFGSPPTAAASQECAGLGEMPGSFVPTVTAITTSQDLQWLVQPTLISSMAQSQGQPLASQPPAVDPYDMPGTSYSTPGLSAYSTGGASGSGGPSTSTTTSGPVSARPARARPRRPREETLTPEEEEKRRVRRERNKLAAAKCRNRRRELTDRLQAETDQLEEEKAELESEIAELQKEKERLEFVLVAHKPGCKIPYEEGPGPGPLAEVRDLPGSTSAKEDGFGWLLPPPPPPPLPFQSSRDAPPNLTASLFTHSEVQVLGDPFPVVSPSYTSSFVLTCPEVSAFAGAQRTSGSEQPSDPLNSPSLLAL
V-ATPase pH – yeast V-ATPase proton transport regulation by pHLuorin. S. cerevisiae, pHLuorin cytosolic pH fluorescence. response, % at 10 µM. hit rate 0.37% among 350,000. AID 504577; in the data active means response mostly above about 7.3%, no sharp cut-off; inactive means mostly below about 5.4%; further: actives read high; inactives centre near 0; some compounds called inactive have numbers as strong as hits
CAL PDZ FP-2 – blocks peptide binding to the human CAL PDZ domain | purified CAL PDZ, TMR-peptide fluorescence polarization, 1 h | Q9HD26 | hit rate 0.92% among 300,000 | AID 602252 | inhibition, % at 24.9 µM;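 active means mean inhibition of at least 30% with at least half of replicates also reaching 30%; inconclusive means no clear call, values can overlap the other calls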;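 further: 0% = DMSO neutral control and 100% = excess unlabeled competitor peptide PRC23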
Starred values were filed as active, the others as inactive; ? = inconclusive; . = not tested or not shown.

Wnt bcat act	CDK5 inh	CAL PDZ FP-1	Rtt109 Vps75	cardiac RTF act	dFosB act	V-ATPase pH	CAL PDZ FP-2	Tat transport	SMILES	MITF act
4	-0.2	-3.1	1	-3	-8	-2	-6	-8	O=C(O)c1c(NC(=O)N2CCOCC2)sc2c1CCCC2	0
-1	-0.4	-1.4	-10	-9	10	-5	0	3	CC1CCCC(C)N1C(=O)CSc1nnc(C2CCCCC2)o1 (configuration not stated)	10
.	-0.1	0.0	-3	7	-5	4	.	-2	CCOc1ccc(N2C(=O)CC(NCc3ccc(F)cc3)C2=O)cc1 (configuration not stated)	.
0	-0.7	-15	1	0	5	5	2	3	Cc1ccc(C(=O)OCC(=O)c2ccc[nH]2)s1	31
0	1.4	2.5	5	3	0	-3	3	-3	C/C(CC(=O)NC12CC3CC(CC(C3)C1)C2)=N\NC(=O)c1cnccn1	-3
-1	-2.1	-3.6	-8	3	-1	-3	-4	2	O=C(CCCc1nc2ccccc2s1)NCc1cccnc1	-20
-4	1.2	-0.6	-13	0	0	0	3	3	COc1ccc(CNC(=O)C2(C)Cc3ccccc3C(=O)O2)cc1 (configuration not stated)	-15
2	-0.1	-2.4	-5	-1	-1	-3	1	-1	CCN1C(=O)/C(=C\c2cccc(OC(=O)c3ccco3)c2)SC1=S	-5
.	-0.2	-3.0	.	0	-9	-4	1	5	CCOC(=O)c1c(NS(=O)(=O)Cc2ccccc2)sc2c1CCCC2	.
-2	-2.8	-0.9	7	5	1	8	-1	7	COc1ccc([C@H]2CC(=O)C=C(c3cccc(C(F)(F)F)c3)C2)cc1	0
-1	-0.8	-0.5	-14	.	-8	1	2	-1	CCN(C(=O)COC(=O)c1cc(S(=O)(=O)N2CCOCC2)c(Cl)cc1Cl)C1CCS(=O)(=O)C1 (configuration not stated)	-1
27	1.3	1.4	2	0	-9	1	-6	16	CCc1nc(NC(C)(C)C)c2cnn(-c3ccccc3)c2n1	?
.	-1.9	-1.7	-11	-4	1	-2	-5	9	O=C(c1ccc(C23CC4CC(CC(C4)C2)C3)o1)N1CCOCC1	22
.	-1.2	1.2	-5	0	-1	11	0	-7	Nc1cc(N)c(OCC(F)(F)F)cc1OCC(F)(F)F	-66
-6	1.2	-0.3	-11	0	-9	4	26	-9	C=CCOc1ccc(-c2nc3c(c(=O)[nH]c(=O)n3Cc3ccccc3)n2CCCOC)cc1	9
.	-0.5	-0.6	-6	-1	-4	0	2	-2	COc1ccc(F)cc1S(=O)(=O)NC(Cc1ccccc1)C(N)=O (configuration not stated)	.
-1	-0.4	0.1	-10	1	-1	0	-6	4	COc1ccc(CCNC(=O)C2CCCN(S(=O)(=O)c3ccc(F)cc3)C2)cc1 (configuration not stated)	7
2	2.0	-0.6	-8	-5	-10	6	-1	-6	CCOC(=O)c1[nH]cnc1C(=O)NC1CCCCC1	-2
.	-1.8	-1.5	-9	9	-12	-2	-3	-6	COc1ccc(C(=O)O/N=C(\N)c2ccncc2)cc1OC	14
.	-2.5	-3.1	3	5	-1	3	-5	6	CCOn1c(SC(C)C)nc2ccccc2c1=O	.

Arranged by value in cardiac RTF act (rising): some entries from above
Wnt bcat act	CDK5 inh	CAL PDZ FP-1	Rtt109 Vps75	cardiac RTF act	dFosB act	V-ATPase pH	CAL PDZ FP-2	Tat transport	SMILES	MITF act
2	2.0	-0.6	-8	-5	-10	6	-1	-6	CCOC(=O)c1[nH]cnc1C(=O)NC1CCCCC1	-2
.	-0.5	-0.6	-6	-1	-4	0	2	-2	COc1ccc(F)cc1S(=O)(=O)NC(Cc1ccccc1)C(N)=O (configuration not stated)	.
27	1.3	1.4	2	0	-9	1	-6	16	CCc1nc(NC(C)(C)C)c2cnn(-c3ccccc3)c2n1	?
-1	-0.4	0.1	-10	1	-1	0	-6	4	COc1ccc(CCNC(=O)C2CCCN(S(=O)(=O)c3ccc(F)cc3)C2)cc1 (configuration not stated)	7
.	-2.5	-3.1	3	5	-1	3	-5	6	CCOn1c(SC(C)C)nc2ccccc2c1=O	.
.	-1.8	-1.5	-9	9	-12	-2	-3	-6	COc1ccc(C(=O)O/N=C(\N)c2ccncc2)cc1OC	14

Later entries.
Wnt bcat act	CDK5 inh	CAL PDZ FP-1	Rtt109 Vps75	cardiac RTF act	dFosB act	V-ATPase pH	CAL PDZ FP-2	Tat transport	SMILES	MITF act
25	0.1	-2.6	7	-3	?	-3	-4	-3	CCc1nonc1NC(=O)c1oc2cc(C)c(C)cc2c1C	86*
.	-1.4	-0.7	2	-2	3	6	-2	-10	COC(=O)c1ccc(S(=O)(=O)N2CCCCC2)o1	.
0	-0.4	-1.7	-7	3	-7	1	8	3	O=C1CCC(CCC(=O)N2CCCC(C(=O)c3cccc(C(F)(F)F)c3)C2)=NN1 (configuration not stated)	-3
-2	-1.0	0.0	2	2	-3	8	-2	-3	O=C(Cn1cc(C(=S)N2CCOCC2)c2ccccc21)N1CCOCC1	-5
-2	1.3	-1.6	0	-3	-2	4	-2	-4	CCc1noc(C)c1C(=O)N1CCN(c2cccc(C)c2C)CC1	2
-5	0.6	-5.5	.	-5	-10	1	-4	0	Cc1cccc(Nc2ncnc3ccc(Br)cc23)c1	14
5	-0.2	-0.1	-2	1	8	1	1	-6	O=C1CC(C(=O)N2CCC(N3CCC(C(=O)NC4CC4)CC3)CC2)c2ccccc21 (configuration not stated)	-4
.	1.0	-3.4	-3	10	0	6	0	-3	O=C(Nc1cccc(Cl)c1)Nc1nnc(-c2ccccc2)o1	16
20	-1.3	-2.1	1	5	1	-2	-1	-1	Cc1ccc(Cn2cc(-c3ccccc3)nn2)cc1	52
.	0.9	-0.8	-4	2	2	-2	0	-4	CCc1ccc(NC(=O)CCn2cccc2)cc1	20

Entries above that bear a hit mark in MITF act.
Wnt bcat act	CDK5 inh	CAL PDZ FP-1	Rtt109 Vps75	cardiac RTF act	dFosB act	V-ATPase pH	CAL PDZ FP-2	Tat transport	SMILES	MITF act
25	0.1	-2.6	7	-3	?	-3	-4	-3	CCc1nonc1NC(=O)c1oc2cc(C)c(C)cc2c1C	86*

Additional entries
Wnt bcat act	CDK5 inh	CAL PDZ FP-1	Rtt109 Vps75	cardiac RTF act	dFosB act	V-ATPase pH	CAL PDZ FP-2	Tat transport	SMILES	MITF act
11	-1.6	-2.0	8	-2	3	1	0	-4	O=C(Nc1ccc2c(c1)C(=O)OC2)c1ccc(Cl)cc1Cl	75
11	-2.3	-2.5	-5	0	2	3	0	-4	CC(C)(C)c1ccc(NC(=O)Nc2ccc(OCC(=O)N3CCOCC3)cc2)cc1	90*
-1	-3.5	.	4	2	-7	-1	5	-3	COc1ccccc1CNC(=O)c1cccc(S(=O)(=O)N2CCN(C)CC2)c1	-1
.	0.9	0.2	-5	2	-5	2	-3	-5	O=C(NCCc1ccc(Cl)cc1)C1CCN(S(=O)(=O)N2CCC3(CC2)OCCO3)CC1	-8
0	-0.7	-2.6	-3	-5	13	1	-2	18	COc1ccc(Cl)cc1NC(=S)NC(=O)c1ccc2c(c1)OCO2	9
-4	-1.6	-2.8	-7	1	-3	1	-2	5	O=C(CCCN1C(=O)c2ccccc2C1=O)Nc1ccccn1	.
1	0.0	-0.1	-1	-2	1	-1	-2	-29	O=S(=O)(NCC1CCCO1)c1ccc(Br)cc1 (configuration not stated)	.
-1	-0.3	.	1	-10	-9	-1	1	3	CCOc1nc(Nc2ccc(Cl)cc2)nc(OCC)n1	6
.	1.6	-0.7	0	-4	-1	-2	4	3	COc1ccc(OCCC(=O)N2CCCCC2)cc1	9
-2	0.8	-1.0	-4	-3	-4	-1	0	13	COc1cc2c(cc1OC)C(C)N(C(=O)c1cc3c(s1)-c1c(C)cccc1OC3)CC2 (configuration not stated)	3
5	0.2	-0.4	5	-10	2	-4	-3	-11	O=C1c2ccccc2NC(c2ccc(-c3ccc(C(F)(F)F)cc3)o2)N1O (configuration not stated)	-26
-11	-1.0	.	5	10	6	-1	-12	-3	Cc1cc(C)c(C)c(S(=O)(=O)NCC(=O)O)c1C	-6
.	-0.4	0.2	-2	-7	-4	-2	-1	-2	CC(=O)c1ccc(Oc2cc(C)nc(N3CCOCC3)n2)cc1	6
.	0.2	1.2	15	-5	1	2	0	4	COc1ccc(S(=O)(=O)NCC(c2cccnc2)N2CCN(c3ccccc3)CC2)cc1C (configuration not stated)	0
-3	0.5	-6.1	-13	15	-8	1	1	-1	O=C(Oc1ccc(-c2csnn2)cc1)C1CC1	-3
0	1.8	-2.8	-16	-2	-1	2	-4	-3	O=C(O)c1cc([N+](=O)[O-])ccc1Nc1ccccc1	5
0	-0.6	-0.1	7	-2	-7	-1	.	3	O=C(NCc1ccco1)c1ccc(Cn2c(=O)c3sccc3n(Cc3cccc(F)c3)c2=O)cc1	3
-2	-2.7	-0.8	-4	8	-8	9	-4	5	Cc1ccc(C)c(CSc2nnc(C)c(=O)n2N)c1	5
-13	-0.7	-0.4	-1	-4	-1	1	5	3	COc1ccc(N(C(=O)c2ccncc2)S(=O)(=O)c2cccs2)cc1	-10
0	-1.3	0.3	-4	7	-6	3	0	-4	COc1cc(N=CC2=C(O)c3ccccc3C2=O)cc(OC)c1	62
-2	0.3	-1.2	10	-2	-4	-7	-4	8	COc1cc(/C=C/C(=O)OCC(=O)NC(=O)NC(C)(C)C)ccc1OCC#N	-9
-2	-0.2	-0.4	.	-2	-3	1	3	-7	CC(=O)Nc1ccc(Oc2nc(C)cc(C)n2)cc1	-2
-1	-1.4	-1.1	-13	8	-10	1	-3	2	Cc1ccc(C)c(NC(=O)COC(=O)CCC(=O)c2cccs2)c1	-8

Screening data as filed in PubChem.
